NSD2 inh: inhibitors of human NSD2, primary screen, biochemical, plate reader, single point; Histone-lysine N-methyltransferase NSD2 (Homo sapiens), O96028; inhibition, % at 12.5 µM; 44,000 compounds, 0.07% hits; NSD2-SET H3K36me1 DELFIA fluorescence; AID 624260, 2012; in the data active = inhibition above about 54%, passing the limit was not always enough;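 note: inhibitors reduce the monomethyl H3K36 fluorescence signal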
Target sequence (O96028 whole entry, looked up): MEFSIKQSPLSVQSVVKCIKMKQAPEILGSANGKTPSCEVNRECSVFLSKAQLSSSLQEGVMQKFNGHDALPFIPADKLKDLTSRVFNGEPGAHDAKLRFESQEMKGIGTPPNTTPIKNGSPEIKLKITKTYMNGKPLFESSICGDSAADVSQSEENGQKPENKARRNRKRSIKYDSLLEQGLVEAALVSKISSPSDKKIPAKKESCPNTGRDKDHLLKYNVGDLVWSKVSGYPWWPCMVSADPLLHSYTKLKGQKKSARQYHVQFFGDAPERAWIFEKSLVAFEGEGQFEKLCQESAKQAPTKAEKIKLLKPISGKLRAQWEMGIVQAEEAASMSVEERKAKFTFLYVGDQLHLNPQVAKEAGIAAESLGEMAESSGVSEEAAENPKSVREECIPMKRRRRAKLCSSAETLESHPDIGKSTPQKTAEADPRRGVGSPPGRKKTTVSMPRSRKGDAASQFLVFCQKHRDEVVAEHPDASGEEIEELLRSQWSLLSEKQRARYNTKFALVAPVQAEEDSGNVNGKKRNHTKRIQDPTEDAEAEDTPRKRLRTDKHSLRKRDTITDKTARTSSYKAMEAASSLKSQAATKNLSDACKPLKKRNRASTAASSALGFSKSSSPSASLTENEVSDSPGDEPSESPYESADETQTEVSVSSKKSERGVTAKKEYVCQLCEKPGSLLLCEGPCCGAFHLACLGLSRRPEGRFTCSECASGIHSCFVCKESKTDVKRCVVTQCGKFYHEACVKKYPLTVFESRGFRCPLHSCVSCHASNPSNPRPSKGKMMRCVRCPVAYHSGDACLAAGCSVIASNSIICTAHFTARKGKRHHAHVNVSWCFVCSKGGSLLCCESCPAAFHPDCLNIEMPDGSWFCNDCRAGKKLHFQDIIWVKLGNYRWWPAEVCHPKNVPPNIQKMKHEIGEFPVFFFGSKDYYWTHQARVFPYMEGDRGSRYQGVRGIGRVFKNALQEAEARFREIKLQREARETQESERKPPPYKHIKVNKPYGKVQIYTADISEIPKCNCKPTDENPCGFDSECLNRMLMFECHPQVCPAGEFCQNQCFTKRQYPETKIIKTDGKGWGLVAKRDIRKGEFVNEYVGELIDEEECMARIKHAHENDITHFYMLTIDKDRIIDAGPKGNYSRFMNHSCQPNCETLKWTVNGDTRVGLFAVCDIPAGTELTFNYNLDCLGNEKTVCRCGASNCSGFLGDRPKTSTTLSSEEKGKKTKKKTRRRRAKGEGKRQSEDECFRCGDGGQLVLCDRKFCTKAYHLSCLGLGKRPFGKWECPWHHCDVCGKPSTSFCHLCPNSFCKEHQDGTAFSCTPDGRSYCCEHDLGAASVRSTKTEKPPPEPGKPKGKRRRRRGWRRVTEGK
The depositor's hits bear a star; & = joins results of further samples. An excerpt; rates above refer to the full screens.

compound	NSD2 inh
COc1cccc(S(=O)(=O)N[C@H]2C=C[C@H](CC(=O)NC3Cc4ccccc4C3)O[C@H]2CO)c1	-1.6
O=C1c2ccccc2C(=O)N1[C@@H]1CCCN(Cc2ccc(OCCO)cc2)C1	4.7
C[C@@H]1CN([C@@H](C)CO)C(=O)c2cc(NC(=O)CCC(F)(F)F)ccc2O[C@@H](C)CCCCO[C@@H]1CN(C)C(=O)c1ccncc1	3.8
C[C@@H]1CN([C@@H](C)CO)C(=O)c2cc(-c3cccnc3)cnc2O[C@@H]1CN(C)C(=O)Nc1ccccc1	-1.4
C[C@@H]1CN([C@H](C)CO)C(=O)c2cccc(NC(=O)c3nc4ccccc4s3)c2O[C@@H]1CN(C)S(C)(=O)=O	0.4
Cc1c(N2C(=O)CSC2c2ccccc2)c(=O)n(-c2ccccc2)n1C (configuration not stated)	5.0
COc1ccccc1S(=O)(=O)N(C)C[C@@H]1Oc2cc(C#CCC3CCCC3)ccc2S(=O)(=O)N([C@@H](C)CO)C[C@H]1C	-3.4
C[C@H]1CCCCO[C@@H](CN(C)C(=O)Cc2ccccc2)[C@@H](C)CN([C@@H](C)CO)C(=O)c2cc(NC(=O)Cc3ccccc3)ccc2O1	1.5
O=C(CCCCC(=O)N/N=C/c1cccc(O)c1)NO	-2.4
C[C@@H]1CN([C@H](C)CO)C(=O)c2cc(C#CCN(C)C)cnc2O[C@@H]1CN(C)C(=O)c1ccc(F)cc1	-2.2
C[C@@H]1CN([C@H](C)CO)C(=O)c2c(c3ccccc3n2C)-c2ccccc2CO[C@H]1CN(C)CC1CC1	-2.4
COc1ccc(CN(C)C[C@H]2Oc3ccc(NC(=O)c4ccncc4)cc3C(=O)N([C@H](C)CO)C[C@@H]2C)cc1	3.1
C=CCN1C(=O)[C@]2(CCS(=O)(=O)c3ccccc3)N=C(c3ccc(OCCCO)cc3)O[C@@H]2c2ccccc21	-6.8&-5.7
CC(C)NC(=O)Nc1ccc2c(c1)C(=O)N([C@H](C)CO)C[C@H](C)[C@@H](CN(C)C(=O)Nc1ccccc1)OCCCC[C@@H](C)O2	3.8
Cc1ccc(-c2ccc3c(c2)O[C@@H](CN(C)C(=O)NC(C)C)[C@H](C)CN([C@@H](C)CO)S3(=O)=O)cc1	1.8
C[C@H](CO)N1C[C@H](C)[C@@H](CN(C)C(=O)Nc2ccccc2)Oc2ccc(NC(=O)Cc3cn(C)c4ccccc34)cc2CC1=O	-2.0
C[C@H](CO)N1C[C@H](C)[C@H](CN(C)C(=O)CCC(F)(F)F)OCc2cn(nn2)CCCC1=O	-0.1
C[C@H](CO)N1C[C@H](C)[C@H](CN(C)C(=O)C2CCCCC2)OCCCC[C@H](C)Oc2ccc(NC(=O)Cc3ccccc3)cc2C1=O	5.9
CNC[C@@H]1Oc2cc(C#CCC(C)C)ccc2S(=O)(=O)N([C@H](C)CO)C[C@H]1C	-6.0
CCCN(C)C[C@@H]1Oc2ncc(-c3ccc(OC)cc3)cc2C(=O)N([C@H](C)CO)C[C@@H]1C	-0.8
C[C@H](CO)N1C[C@H](C)[C@H](CN(C)Cc2ccc(C(=O)O)cc2)OCc2cn(nn2)CCCC1=O	2.1
C[C@H]1CN([C@@H](C)CO)C(=O)Cc2cc(NS(=O)(=O)c3ccccc3)ccc2O[C@@H]1CN(C)C(=O)NC1CCCCC1	4.4
COCCOC(=O)N1C(=O)[C@@]2(c3cc(C#CCC(C(=O)OC)C(=O)OC)ccc31)[C@H](c1ccccc1OCCO)N1[C@H](c3ccccc3)[C@H](c3ccccc3)OC(=O)[C@H]1[C@@H]2C(=O)N1CCN(c2ncccn2)CC1	-1.6
C[C@H]1CN([C@@H](C)CO)C(=O)c2cc(NC(=O)Nc3ccc(C(F)(F)F)cc3)ccc2O[C@H]1CN(C)C(=O)NC1CCCCC1	-9.2
CC(C)=CCC[C@H](C)C/C=N/NC(=O)CCCCCCC(=O)NO	2.9
C[C@H]1CCCCO[C@H](CN(C)S(=O)(=O)c2cn(C)cn2)[C@@H](C)CN([C@@H](C)CO)C(=O)c2cc(NC(=O)Nc3ccc(F)cc3)ccc2O1	1.2
CCCC#Cc1cnc2c(c1)C(=O)N([C@H](C)CO)C[C@H](C)[C@@H](CN(C)S(C)(=O)=O)O2	-1.0
C[C@@H]1CN([C@@H](C)CO)C(=O)c2cc(/C=C/c3ccccc3)cnc2O[C@@H]1CN(C)Cc1ccccc1F	-35.9
C[C@@H]1CN([C@H](C)CO)C(=O)Cc2cc(NC(=O)CCN3CCOCC3)ccc2O[C@H]1CN(C)C	-5.6
C[C@H](CO)N1C[C@H](C)[C@@H](CN(C)Cc2ccc3c(c2)OCO3)Oc2ccc(NS(=O)(=O)c3ccccc3)cc2C1=O	-2.1
C[C@@H]1CCCCO[C@H](CN(C)Cc2ccc(C(F)(F)F)cc2)[C@H](C)CN([C@H](C)CO)C(=O)c2cc(NC(=O)Nc3ccc(F)cc3)ccc2O1	-3.1
C[C@H](CO)N1C[C@H](C)[C@@H](CN(C)C(=O)CN(C)C)Oc2ncc(C#CC3(O)CCCC3)cc2C1=O	0.1
COc1ccc(CN(C)C[C@H]2OCCCC[C@@H](C)Oc3ccc(NS(=O)(=O)c4cccs4)cc3C(=O)N([C@H](C)CO)C[C@H]2C)cc1	7.3
C[C@H](CO)N1C[C@H](C)[C@H](CN(C)S(=O)(=O)c2ccccc2F)OCc2cn(nn2)CCCC1=O	-8.0
C/C=C/c1cnc2c(c1)C(=O)N([C@@H](C)CO)C[C@@H](C)[C@H](CN(C)S(=O)(=O)c1cn(C)cn1)O2	-2.3
Cc1noc(C)c1NC(=O)Nc1ccc2c(c1)C(=O)N([C@H](C)CO)C[C@H](C)[C@H](CN(C)C)OCCCC[C@H](C)O2	5.8
C[C@H](CO)N1C[C@H](C)[C@@H](CN(C)S(=O)(=O)c2ccc(Cl)cc2)Oc2c(NC(=O)C3CCCCC3)cccc2C1=O	5.9
C[C@H]1CN([C@@H](C)CO)C(=O)c2cccc(NC(=O)C3CCCCC3)c2O[C@@H]1CN(C)S(=O)(=O)c1cn(C)cn1	0.5
O=C(Nc1ccccc1)C1=C[C@H](c2ccc3c(c2)Cc2ccccc2-3)C[C@H](OCc2ccc(CO)cc2)O1	0.6
C[C@@H]1CCCCO[C@H](CN(C)Cc2ccc(C(=O)O)cc2)[C@H](C)CN([C@@H](C)CO)C(=O)c2cc(NS(=O)(=O)c3cccs3)ccc2O1	4.0
C[C@@H]1CN([C@H](C)CO)C(=O)c2cc(NS(=O)(=O)c3cccs3)ccc2O[C@@H](C)CCCCO[C@@H]1CN(C)S(=O)(=O)c1cccs1	-5.1
C[C@H]1CCCCO[C@H](CN(C)C(=O)CCC(F)(F)F)[C@@H](C)CN([C@@H](C)CO)C(=O)c2cc(NS(=O)(=O)c3cccs3)ccc2O1	-33.7
C[C@H](CO)N1C[C@H](C)[C@@H](CN(C)Cc2ccc(C(=O)Nc3ccccc3N)cc2)Oc2ccc(NC(=O)Nc3ccc(F)cc3)cc2C1=O	-4.6
COCC(=O)Nc1ccc2c(c1)[C@H]1C[C@H](CC(=O)NCc3cc(F)ccc3F)O[C@H](CO)[C@H]1O2	1.2
COc1ccc(CN(C)C[C@H]2Oc3ccc(NC(=O)Nc4ccc(OC)cc4)cc3C(=O)N([C@H](C)CO)C[C@H]2C)cc1	3.3
CC(C)NC(=O)N(C)C[C@H]1OCCCC[C@H](C)Oc2ccc(N(C)C)cc2C(=O)N([C@H](C)CO)C[C@H]1C	4.9
CCCN(C)C[C@H]1Oc2cc(C#Cc3ccccn3)ccc2S(=O)(=O)N([C@H](C)CO)C[C@H]1C	-3.1
C[C@H](CO)N1C[C@H](C)[C@H](CN(C)C(=O)c2ccccc2F)Oc2ncc(C#Cc3cccc(F)c3)cc2C1=O	-1.6
C[C@@H]1CCCCO[C@H](CN(C)Cc2ccc(Cl)c(Cl)c2)[C@@H](C)CN([C@H](C)CO)C(=O)c2cc(NC(=O)c3ccncc3)ccc2O1	4.6
COC(=O)C[C@@H]1C=C[C@@H](N)[C@H](CO)O1	2.6
CNC[C@@H]1Oc2ccc(NS(=O)(=O)c3c(C)noc3C)cc2C(=O)N([C@@H](C)CO)C[C@H]1C	1.2
C/C=C/c1ccc2c(c1)O[C@@H](CN(C)Cc1cccc(F)c1)[C@H](C)CN([C@@H](C)CO)S2(=O)=O	1.5
O=C(CCCCCCC(=O)Nc1ccccc1O)N/N=C/c1ccc2c(c1)CCO2	-1.7
C[C@H](CO)N1C[C@H](C)[C@@H](CN(C)S(=O)(=O)c2cn(C)cn2)OCCCC[C@H](C)Oc2ccc(NS(=O)(=O)c3cccs3)cc2C1=O	-1.6
C[C@H]1CN([C@@H](C)CO)C(=O)c2cc(NC(=O)Cn3cnnn3)ccc2O[C@H]1CN(C)S(=O)(=O)c1cn(C)cn1	0.1
Cc1noc(C)c1NC(=O)Nc1ccc2c(c1)C(=O)N([C@@H](C)CO)C[C@@H](C)[C@@H](CN(C)C(=O)Nc1c(C)noc1C)OCCCC[C@@H](C)O2	7.6
CC(C)CC#Cc1cnc2c(c1)C(=O)N([C@H](C)CO)C[C@H](C)[C@H](CN(C)C(=O)c1cccnc1)O2	-3.5
C[C@H](CO)N1C[C@H](C)[C@@H](CN(C)CC2CCCCC2)Oc2ccc(NC(=O)Cc3cn(C)c4ccccc34)cc2C1=O	-1.1
CC(=O)N(C)C[C@@H]1Oc2cc(C#CC3(O)CCCC3)ccc2S(=O)(=O)N([C@H](C)CO)C[C@@H]1C	5.5
COc1ccc(S(=O)(=O)Nc2ccc3c(c2)[C@@H]2C[C@H](CC(=O)O)O[C@H](CO)[C@@H]2O3)cc1	-3.0

Compounds shown so far with a thiophene ring, fused or not:
compound	NSD2 inh
COc1ccc(CN(C)C[C@H]2OCCCC[C@@H](C)Oc3ccc(NS(=O)(=O)c4cccs4)cc3C(=O)N([C@H](C)CO)C[C@H]2C)cc1	7.3
C[C@@H]1CCCCO[C@H](CN(C)Cc2ccc(C(=O)O)cc2)[C@H](C)CN([C@@H](C)CO)C(=O)c2cc(NS(=O)(=O)c3cccs3)ccc2O1	4.0
C[C@@H]1CN([C@H](C)CO)C(=O)c2cc(NS(=O)(=O)c3cccs3)ccc2O[C@@H](C)CCCCO[C@@H]1CN(C)S(=O)(=O)c1cccs1	-5.1
C[C@H]1CCCCO[C@H](CN(C)C(=O)CCC(F)(F)F)[C@@H](C)CN([C@@H](C)CO)C(=O)c2cc(NS(=O)(=O)c3cccs3)ccc2O1	-33.7
C[C@H](CO)N1C[C@H](C)[C@@H](CN(C)S(=O)(=O)c2cn(C)cn2)OCCCC[C@H](C)Oc2ccc(NS(=O)(=O)c3cccs3)cc2C1=O	-1.6

Next section:
compound	NSD2 inh
C[C@H]1CN([C@@H](C)CO)C(=O)Cc2cc(NC(=O)CCC(F)(F)F)ccc2O[C@@H]1CN(C)S(=O)(=O)c1ccccc1	-5.7
COCC#Cc1ccc2c(c1)O[C@@H](CN(C)Cc1ccccc1)[C@H](C)CN([C@H](C)CO)S2(=O)=O	10.9
CNC[C@H]1Oc2ccc(NC(=O)Nc3ccc(F)cc3)cc2CC(=O)N([C@@H](C)CO)C[C@@H]1C	-5.1
C[C@@H]1CN([C@@H](C)CO)C(=O)c2cc(NS(=O)(=O)c3ccc(F)cc3)ccc2O[C@@H]1CN(C)Cc1ccc(C(F)(F)F)cc1	-8.6
CC1CC(=O)C2=C(C1)C(Cl)C(O)C1(O)C2C(=O)c2cccc(O)c2C1O (configuration not stated)	0.4
CC(=O)[C@H]1CC[C@H]2[C@@H]3CCC4=CC(=O)CC[C@]4(C)[C@H]3CC[C@]12C	1.9
C[C@@H]1CCCCO[C@H](CN(C)S(=O)(=O)c2ccccc2)[C@H](C)CN([C@@H](C)CO)C(=O)c2cc(NC(=O)CCC(F)(F)F)ccc2O1	-1.4
C[C@H]1CN([C@@H](C)CO)C(=O)Cc2cc(NC(=O)CCCCCC(=O)Nc3ccccc3N)ccc2O[C@H]1CN(C)CC1CC1	3.8
Cc1oc(-c2ccc(Cl)cc2)cc1COC(=O)Nc1ccccc1	-6.1
C[C@H]1CN([C@@H](C)CO)C(=O)CCCn2nncc2CO[C@@H]1CN(C)Cc1ccc(C(F)(F)F)cc1	6.4
COCC(=O)Nc1ccc2c(c1)[C@@H]1C[C@H](CC(=O)NC3CCCC3)O[C@@H](CO)[C@@H]1O2	-1.5
C[C@H](CO)N1C[C@H](C)[C@H](CN(C)C(=O)Nc2ccccc2F)Oc2cc(-c3ccc(C(=O)N(C)C)cc3)ccc2S1(=O)=O	-6.2
COc1ccc(CN(C)C[C@@H]2Oc3c(NC(=O)c4ccc(-c5nccs5)cc4)cccc3C(=O)N([C@H](C)CO)C[C@@H]2C)cc1	3.8
C[C@@H]1CN([C@@H](C)CO)C(=O)CCCn2cc(nn2)CO[C@@H]1CN(C)C(=O)Cc1ccccc1	-6.7
O=C(C[C@@H]1CC[C@H](NC(=O)Nc2ccc(F)cc2)[C@@H](CO)O1)NCc1cccc(F)c1	1.6
COc1ccc(S(=O)(=O)Nc2ccc3c(c2)C(=O)N([C@@H](C)CO)C[C@H](C)[C@H](CN(C)C(=O)c2ccccc2)OCCCC[C@H](C)O3)cc1	0.2
Cc1ccc(S(=O)(=O)N(C)C[C@H]2Oc3cc(C4=CCCC4)ccc3S(=O)(=O)N([C@H](C)CO)C[C@H]2C)cc1	1.8
C[C@H]1CN([C@@H](C)CO)C(=O)Cc2cc(NC(=O)Cc3cn(C)c4ccccc34)ccc2O[C@@H]1CN(C)Cc1ccc(C(F)(F)F)cc1	-16.2
C[C@H]1CN([C@@H](C)CO)C(=O)Cc2cc(NS(=O)(=O)c3cn(C)cn3)ccc2O[C@H]1CN(C)S(=O)(=O)c1ccc(F)cc1	5.7
C[C@H](CO)N1C[C@H](C)[C@H](CN(C)C(=O)C2CCCCC2)OCCCC[C@H](C)Oc2ccc(NC(=O)c3ccccc3)cc2C1=O	0.1
Cc1cc(-c2ccc(N=Nc3cc(S(=O)(=O)O)c4ccccc4c3N)c(C)c2)ccc1N=Nc1cc(S(=O)(=O)O)c2ccccc2c1N	91.6*
